Screens: PubChem, several laboratories
CaV13 FRET inh = Primary screen for inhibitors of IQ motif and Ca2+-dependent inactivation inhibitor domain binding in CACNA1D, Förster resonance energy transfer in living cells, …. HEK cells, CFP/YFP FRET ICDI-IQ, plate reader, 10 min; percent FRET-ratio fall versus neutral wells. 0.098% of 340,000 active. inhibition, % at 12.3 µM;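 active = mean replicate inhibition of at least 30% and at least 1% of replicates passing that level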;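 also: 0% = median of the neutral control wells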
m5-HT2A agonist = mouse HTR2A agonism via beta-arrestin recruitment | P35363 | CHO-K1 mHTR2A beta-arrestin complementation, luminescence; percent of 30 µM serotonin response | activation, % at 7.6 µM | 0.66% of 360,000 active | AID 624169;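 active = activation above a run cutoff, the mean activation of all tested compounds plus 3 SD, cut at about 14% in these data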;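 also: 0% = plate median of compound wells and 100% = 30 µM serotonin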
N-glyco inh = N-linked glycosylation inhibition. D54 ERlucT glycosylation luciferase reporter, 24 h; percent of 100 nM tunicamycin response. 0.23% of 360,000 active. reporter increase, % at 12.5 µM;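 active = mean luciferase reporter signal, scaled so untreated is 0 and the glycosylation-blocking control 100, at or above a set limit in every replicate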;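 also: luciferase carries N-glycosylation sites so blocking glycosylation raises the light; 0% = median of neutral control wells and 100% = median of 100 nM tunicamycin wells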
ABHD5 PLIN5 PPI = blocks binding of human ABHD5 to perilipin-5. Q00G26+Q8WTS1. Split G. princeps luciferase complementation, luminescence, 4 h. inhibition, % at 4 µM. 0.78% of 360,000 active;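 active = inhibition above the mean inhibition across every tested compound plus 3 SD, cut at about 22% in these data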;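 also: 0% = DMSO only wells and the 100% control is not disclosed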
PDI turbidity = inhibitors of human protein disulfide isomerase; P07237; PDI insulin aggregation turbidity, A650, 90 min; inhibition, % at 10 µM; 0.052% of 350,000 active; AID 588391;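 active = mean inhibition across replicates of 30% or more, whatever share of single replicates reach that level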;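 also: absorbance from insulin aggregation driven by PDI reduction with DTT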
Target sequence (P07237 whole entry, looked up): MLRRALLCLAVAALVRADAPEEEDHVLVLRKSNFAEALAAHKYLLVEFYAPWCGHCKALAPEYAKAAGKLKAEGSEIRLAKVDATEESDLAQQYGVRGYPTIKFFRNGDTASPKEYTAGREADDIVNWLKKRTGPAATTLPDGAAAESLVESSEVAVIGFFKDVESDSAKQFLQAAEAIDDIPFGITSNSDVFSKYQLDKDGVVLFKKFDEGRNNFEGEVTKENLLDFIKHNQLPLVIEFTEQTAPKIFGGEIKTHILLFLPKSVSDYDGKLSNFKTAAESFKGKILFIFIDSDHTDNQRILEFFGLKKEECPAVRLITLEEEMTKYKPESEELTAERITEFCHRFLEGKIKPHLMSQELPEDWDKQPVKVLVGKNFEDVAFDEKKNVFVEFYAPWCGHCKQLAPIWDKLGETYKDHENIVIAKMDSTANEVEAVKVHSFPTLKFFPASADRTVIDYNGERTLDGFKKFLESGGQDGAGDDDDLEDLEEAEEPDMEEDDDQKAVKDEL
ABCB6 inh 2 = inhibitors of human ABC transporter ABCB6; Q9NP58; K562-ABCB6 porphyrin accumulation, flow cytometry, 1 h; stronger effect = lower value; fluorescence ratio to DMSO, % at 10 µM; 0.19% of 360,000 active; AID 602162;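 active = fluorescence ratio to DMSO below 75%, the collection mean minus 3 SD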;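 also: signal is porphyrin accumulated inside mitochondria; 100% equals median channel fluorescence of DMSO control wells; lower ratio means ABCB6 inhibition with less porphyrin fluorescence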
Cardio protect = modulators protecting cardiomyocytes from myocardial damage | H9c2 cardiomyocytes, H2O2 injury protection, ATPLite, 2 h | protection from H2O2 cell death, % at 20 µM | 0.63% of 360,000 active;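 active = compounds giving at least 50% protection of heart cells from peroxide-induced death in the single-dose screen, raw or plate-pattern-corrected value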;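 also: 0% = DMSO wells with peroxide and 100% = DMSO wells without peroxide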
MC4R antag cAMP = human MC4R antagonism in cAMP assay; P32245; MC4R-expressing cells, MTII-stimulated cAMP, LANCE TR-FRET; inhibition, % at 6.5 µM; 0.48% of 360,000 active;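 active = inhibition above its plate's cutoff, the mean of tested wells on that plate plus 3 SD, cut at about 29% in these data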;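 also: 0% = Melanotan II alone and 100% = Melanotan II plus saturating MCL0020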
Target sequence (P32245 whole entry, looked up): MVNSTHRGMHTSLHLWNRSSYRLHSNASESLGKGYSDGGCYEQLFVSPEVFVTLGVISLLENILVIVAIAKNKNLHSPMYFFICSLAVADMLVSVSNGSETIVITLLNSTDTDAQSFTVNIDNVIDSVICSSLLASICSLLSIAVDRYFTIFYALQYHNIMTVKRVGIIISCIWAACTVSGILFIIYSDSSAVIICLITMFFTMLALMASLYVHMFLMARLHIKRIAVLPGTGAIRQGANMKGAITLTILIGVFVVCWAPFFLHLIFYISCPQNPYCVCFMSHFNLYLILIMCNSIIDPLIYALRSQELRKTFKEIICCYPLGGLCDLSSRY
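Material: U2OS-MC4R stable cell line | Reagent: Melanotan II challenge after compound preincubation | Doses: One concentration, 6.5 µM nominal | Incubation: 30-min compound preincubation, 1-h Melanotan II challenge, 1-h detection, room temperature | Signal: TR-FRET cAMP assay | Replicates: One well per compound, no replicates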
MC4R ag barr = activates human MC4R beta-arrestin recruitment. activation, % at 8.9 µM. 0.98% of 360,000 active. AID 540308. P32245. U2OS MC4R beta-arrestin complementation, luminescence; percent of melanotan II response, DMSO zero;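 active = activation above a per-plate cutoff, the mean activation of sample wells on that plate plus 3 SD, cut at about 8% in these data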
Exocytosis inh = lytic granule exocytosis inhibition; AID 651702; TALL-104 LAMP-1 surface exposure, flow cytometry; cells stimulated with thapsigargin and PMA; inhibition, % at 10 µM; 0.66% of 360,000 active;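 active = inhibition above about 55%, limit read from the data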
An asterisk follows results filed as active; . = no result given; & = joins results of further samples.

Results follow in this order: N-glyco inh	m5-HT2A agonist	ABCB6 inh 2	MC4R antag cAMP	ABHD5 PLIN5 PPI	MC4R ag barr	Exocytosis inh	PDI turbidity	CaV13 FRET inh	Cardio protect
- CC(=O)c1cccc(NC(=O)Nc2ccc3c(c2)CCC3)c1
  0	-7	92	8	-10	-1.6	-1	-12	.	-6
- COc1ccc(NS(=O)(=O)c2ccc(C)c(C(=O)NNC(=O)c3ccccc3O)c2)cc1
  -1	9	95	17	-11	-3.6	-10	2	-16	28
- Cn1c(=O)c2c(nc(OC/C=C/c3ccccc3)n2C)n(C)c1=O
  1	3	92	5	-1	2.0	10	4	.	6
- COC(=O)c1cc(NC(=O)CN2CCOCC2)cc(C(=O)OC)c1
  2	-1	86	1	-3	-2.8	2	-6	-5	-4
- N#CCN1CCN(CCC(=O)Nc2ccc(OCc3ccccc3)cc2)CC1
  -1	-1	100	4	4	-1.2	-5	-8	.	-3
- COc1ccc(C/C(N)=N/OC(=O)Cc2ccccc2)cc1
  2	-4	97	3	-1	0.1	-1	-7	-4	0
- Cc1ccc(NC(=O)COC(=O)Cn2c(C)csc2=O)c([N+](=O)[O-])c1
  1	-5	104	8	-3	-2.0	21	1	-6	2
- CNC(=O)c1cc(C(=O)c2ccc(C(F)(F)F)cc2)c[nH]1
  3	4	105	8	-4	0.3	-4	-6	-19	1
- Cc1ccc(NCc2ccc(O)c3ncccc23)cc1
  4	0	88	-2	2	-3.0	1	-6	-8	82*
- N#C/C(=C\c1cccn1S(=O)(=O)c1cccc([N+](=O)[O-])c1)S(=O)(=O)c1ccc(F)cc1
  3	0	100	11	-6	-1.7	0	-8	-4	0
- Cc1cccc(CSc2nnc(NC(=O)c3ccco3)s2)c1
  2	-5	101	11	-4	0.2	-1	5	-4	2
- Cc1cc(Cl)ccc1OCc1nc(-c2ccc(O)cc2)n[nH]1
  3	0	94	2	3	-2.9	0	-5	-3	-1
- O=C(NCCCn1ccnc1)c1cc(-c2ccc(Br)cc2)on1
  -1	-7	93	0	1	-1.4	2	-9	-3	-2
- COc1ccc(S(=O)(=O)n2oc(=O)cc2-c2ccccc2)cc1OC
  2	-1	99	10	-1	0.9	6	-9	-4	-11
- Cc1cccc(CNC(=O)Nc2nnc([C@@H]3C[C@H](O)[C@@H](CO)O3)s2)c1
  2	0	96	-4	-1	0.9	-7	-9	-5	10
- CC(C)CCN1CCC(C)(NC(=O)c2ccccc2)C1=O (stereo unspecified)
  -1	5	100	-3	0	0.0	2	-1	-12	4
- S=C(N/N=C1\C2CN3CCN(C2)CC1(c1ccccc1)C3)Nc1ccccc1
  1	1	99	2	-6	-1.4	2	-1	-5	-1
- NCCNc1ccc2nnnn2n1
  1	5	104	3	5	-1.1	-3	1	-4	2
- CCNC(=O)C1(C)CCCN(C(=O)c2cccnc2Oc2ccccc2)C1 (stereo unspecified)
  1	1	97	-4	7	-0.4	3	-2	-14	3
- O=C(Nc1nnc(CSCc2ccc(Cl)cc2)s1)c1cccc([N+](=O)[O-])c1
  -1	8	94	2	0	1.0	0	-1	-1	-12
- COc1ccc(C(=O)COC(=O)c2c(-c3ccccc3)noc2C)c(OC)c1
  -8	10	92	7	7	14*	7	-5	-6	-6
- Cc1ccc(C(=O)N2CCN(c3ccccn3)CC2)cc1C
  3	-3	95	5	2	0.8	-8	-7	-4	5
- COc1ccc(NC(=O)c2sc3nc(-c4cccnc4)ccc3c2N)cc1
  1	6	94	10	-4	-0.1	-6	-7	-16	-3
- Cn1cc(/C=C/C(=O)c2ccccc2)c2ccccc21
  -19	1	93	-3	2	-0.4	11	-6	-15	-14
- Cc1ccc(C)c(NC(=O)c2cc[n+](C)cc2)c1
  2	4	102	-3	-3	-0.8	-14	-2	-5	-4
- CC(=O)OCC(=O)[C@@]1(O)CC[C@H]2[C@@H]3CCC4=CC(=O)CC[C@]4(C)[C@H]3[C@@H](O)C[C@@]21C
  2&-1	0&-5	105&99	3&0	-5&5	-0.2&-1.2	-1&-4	2&-4	-5&-5	17&-3
- Cc1cccc2sc(NC(=O)CNS(=O)(=O)c3ccc(Br)s3)nc12
  -2	2	95	10	-7	6.3	-8	0	-7	-3
- NC(=O)C1CCN(c2nc(-c3cccs3)cs2)CC1
  1	2	94	13	2	-0.9	-1	-5	.	-3
- c1ccc(C2NCCc3ccccc32)cc1 (stereo unspecified)
  0	-1	87	1	1	1.5	4	0	-4	5
- COc1cccc(CN2CCC(C(=O)N3CCN(Cc4ccc5c(c4)OCO5)CC3)CC2)c1OC
  -3	2	93	2	-7	-2.2	12	-3	-4	-4

Nothing new here: eight of the compounds above.
Results follow in this order: N-glyco inh	m5-HT2A agonist	ABCB6 inh 2	MC4R antag cAMP	ABHD5 PLIN5 PPI	MC4R ag barr	Exocytosis inh	PDI turbidity	CaV13 FRET inh	Cardio protect
- CC(=O)c1cccc(NC(=O)Nc2ccc3c(c2)CCC3)c1
  0	-7	92	8	-10	-1.6	-1	-12	.	-6
- COc1ccc(NS(=O)(=O)c2ccc(C)c(C(=O)NNC(=O)c3ccccc3O)c2)cc1
  -1	9	95	17	-11	-3.6	-10	2	-16	28
- Cn1c(=O)c2c(nc(OC/C=C/c3ccccc3)n2C)n(C)c1=O
  1	3	92	5	-1	2.0	10	4	.	6
- COC(=O)c1cc(NC(=O)CN2CCOCC2)cc(C(=O)OC)c1
  2	-1	86	1	-3	-2.8	2	-6	-5	-4
- N#CCN1CCN(CCC(=O)Nc2ccc(OCc3ccccc3)cc2)CC1
  -1	-1	100	4	4	-1.2	-5	-8	.	-3
- COc1ccc(C/C(N)=N/OC(=O)Cc2ccccc2)cc1
  2	-4	97	3	-1	0.1	-1	-7	-4	0
- Cc1ccc(NC(=O)COC(=O)Cn2c(C)csc2=O)c([N+](=O)[O-])c1
  1	-5	104	8	-3	-2.0	21	1	-6	2
- CNC(=O)c1cc(C(=O)c2ccc(C(F)(F)F)cc2)c[nH]1
  3	4	105	8	-4	0.3	-4	-6	-19	1

(further entries)
Results follow in this order: N-glyco inh	m5-HT2A agonist	ABCB6 inh 2	MC4R antag cAMP	ABHD5 PLIN5 PPI	MC4R ag barr	Exocytosis inh	PDI turbidity	CaV13 FRET inh	Cardio protect
- CCOC(=O)[C@@H]1[C@H]2COc3ccccc3[C@@H]2N2C(=O)N(c3ccc(Cl)cc3)C(=O)[C@@]12C
  2	-1	97	2	-4	-1.0	116*	2	-4	-6
- COc1ccc(F)cc1S(=O)(=O)NCCN1CCOCC1
  1	0	100	8	4	-1.0	9	-2	-5	0
- O=C(Nc1ccc([N+](=O)[O-])cc1Cl)c1cc(Cl)ccc1O
  -15	0	104	19	1	-0.3	37	14	-6	-42
- COc1ccc(NC(=O)C2=C(C)Nc3ncnn3C2c2ccccc2C(F)(F)F)c(OC)c1 (stereo unspecified)
  -1	-5	202	5	2	-0.9	-12	-1	2	5
- C(=NN1CCCCCC1)c1ccc2c(c1)OCO2
  -12	4	102	-6	0	-2.2	-12	9	-16	-6
- CN(CCc1ccccc1)C(=O)c1ccc(NC(=O)Cc2ccc(NC(=O)C3CCCN(C(=O)C4CCC4)C3)cc2)cc1 (stereo unspecified)
  17	-2	98	3	3	-0.6	0	-5	-5	-17
- CC1CC1C(=O)OCC(=O)NNC(=O)c1ccc([N+](=O)[O-])cc1 (stereo unspecified)
  0	8	95	0	3	-1.1	-1	7	-2	12
- CC(C)CN(C(=O)c1cccc(Cl)c1)c1c(N)n(CC(C)C)c(=O)[nH]c1=O
  0	3	98	4	7	-0.6	-7	-19	-5	2
- O=C(Nc1cccnc1)C1CC(c2ccc(Cl)c(Cl)c2)=NO1 (stereo unspecified)
  1	-5	101	1	1	2.2	-5	-16	.	-1
- COc1ccc(C(=O)Nc2ccc(C(=O)OCC(=O)c3ccccc3)cc2)cc1
  1	8	101	3	7	0.4	5	-5	.	-9
- COCCC(=O)N1CCC(Oc2ccc(C(=O)NCCc3cnn(C)c3)cc2)CC1
  4	-3	95	1	3	1.4	0	-2	-7	5
- CCOC(=O)C1=C(C)NC(C)=C(C(=O)OCC)C1C(=O)OCC(=O)N1CCCCC1CC (stereo unspecified)
  0&-1	1&-4	99&97	6&-2	4&-1	0.3&-0.6	9&0	-2&0	-9	-1&0
- COc1ccc(-c2noc(CCc3ccccc3)n2)cc1
  2	0	99	6	-6	1.4	-3	10	-3	-23
- O=C(C1CC1)N1CCN(c2ccc(F)cc2)CC1
  1	6	103	16	2	-0.7	-2	4	-5	-8
- COc1cccc(C(=O)NC(=S)NCc2ccco2)c1
  0	7	165	1	-2	-0.4	-1	-3	-14	-1
- CS(=O)(=O)N1CCN(c2cccc(Cl)n2)CC1
  2	-4	99	3	-1	-0.4	4	6	-3	9
- CCOC(=O)c1c(C)[nH]c(C)c1C(=O)COC(=O)c1ccc(S(=O)(=O)N(CC)CC)cc1
  -1	-10	84	2	-6	-1.3	2	-1	-8	-6
- Cc1cc(NC(=O)CSc2nc3ccccc3c(=O)n2CCCC(=O)NCc2ccccc2)n[nH]1
  0	4	99	-10	11	2.5	0	-8	-4	32
- FC(F)(F)c1cnc(Sc2nnc(-c3cccs3)n2CC2CCCO2)c(Cl)c1 (stereo unspecified)
  -1	5	86	5	4	-0.6	-6	-6	-7	-2
- COc1ccc([C@H]2CC(=O)C=C(c3cccc4c3Oc3ccccc3S4)C2)cc1
  3	-6	100	3	3	-0.9	-12	0	-12	-14
- N#Cc1ccc(NC(=O)c2cc(=O)c3ccccc3o2)cc1
  -1	6	106	12	0	0.3	3	2	0	3
- Cc1cccc(N2CCN(C(=S)NC3CCCCC3)CC2)c1C
  -1	0	88	3	3	4.2	-1	-2	-16	-3
- O=C(Nc1ccc(N2CCCCC2)c(Cl)c1)c1ccc(N2CCOCC2)c([N+](=O)[O-])c1
  -11	-3	99	-2	-2	-3.1	14	-10	-8	-16
- CCN(CC)S(=O)(=O)c1ccc(N2CCN(CCO)CC2)nc1
  1	-1	97	21	6	-1.3	-4	-5	-4	-1
- S=c1[nH]c(-c2ccccc2)cn1/N=C/c1ccncc1
  -1	0	97	-7	2	-0.5	3	9	-2	-2
- CCOC(=O)C1CCN(S(=O)(=O)c2ccc(NC(C)=O)c(Cl)c2)CC1
  1	6	98	13	1	-3.2	12	6	-14	4
- CCC(C)c1ccc(OCC(=O)Nc2cccc(C(=O)Nc3ccc(C(=O)O)cc3)c2)cc1 (stereo unspecified)
  -1	1	101	13	-10	-2.0	28	-15	-5	-7
